# Screening results as filed in PubChem.
# PAFAH2 inh – PAFAH2 enzyme inhibitors, primary screen, biochemical, fluorescence polarization, human; recombinant PAFAH2, FP-rhodamine activity probe; inhibition, % at 3.39 µM; AID 492956, 2010; 0.99% of 340,000 active; Platelet-activating factor acetylhydrolase 2, cytoplasmic (Homo sapiens), Q99487;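 active = inhibition above the mean over all tested compounds plus 3 SD, cut at about 30% in these data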;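 note: inhibitors block probe labeling of enzyme so polarization drops; 0% = enzyme with DMSO and 100% = wells lacking PAFAH2 protein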
# LYPLA1 counter – LYPLA1 inhibitors, primary screen, counter-screen for PME1 inhibitor project, biochemical, fluorescence polarization, FP-Rh probe ABPP | recombinant LYPLA1 | 0.16% of 320,000 active | Acyl-protein thioesterase 1 (Homo sapiens), O75608 | inhibition, % at 5.9 µM;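 active = inhibition above the mean of all tested compounds plus 3 SD, set per campaign, cut at about 14% in these data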;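 note: inhibitors block serine hydrolase probe labeling of LYPLA1 so polarization falls; 0% = enzyme with DMSO and 100% = wells lacking LYPLA1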
# Target sequence (O75608 whole entry, looked up): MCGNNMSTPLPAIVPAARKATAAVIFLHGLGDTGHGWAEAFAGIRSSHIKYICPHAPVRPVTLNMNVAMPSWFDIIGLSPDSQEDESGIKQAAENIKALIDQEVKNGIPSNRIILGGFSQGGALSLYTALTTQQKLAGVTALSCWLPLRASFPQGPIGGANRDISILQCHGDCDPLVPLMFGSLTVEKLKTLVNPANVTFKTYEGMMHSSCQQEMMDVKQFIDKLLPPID
# PAFAH1B3 FP inh – PAFAH1B3 enzyme inhibitors, primary screen, biochemical, fluorescence polarization, human | Platelet-activating factor acetylhydrolase IB subunit alpha1 (Homo sapiens), Q15102 | recombinant PAFAH1B3, FP-rhodamine probe | inhibition, % at 3.39 µM | 0.28% of 340,000 active;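 active = inhibition above the screen-wide average of all tested compounds plus 3 SD, cut at about 25% in these data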;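 note: 0% = enzyme with DMSO only and 100% = wells lacking PAFAH1B3 protein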
# Target sequence (Q15102 whole entry, looked up): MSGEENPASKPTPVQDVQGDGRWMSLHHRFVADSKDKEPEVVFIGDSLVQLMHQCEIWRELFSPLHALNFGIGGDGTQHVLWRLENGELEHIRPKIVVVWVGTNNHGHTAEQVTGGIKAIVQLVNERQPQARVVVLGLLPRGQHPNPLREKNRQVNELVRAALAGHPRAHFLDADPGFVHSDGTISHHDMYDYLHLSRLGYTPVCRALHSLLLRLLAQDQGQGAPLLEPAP
# GSTO1 counter – inhibitors of recombinant GSTO1, primary screen, counter-screen for RBBP9 inhibitor project, biochemical, fluorescence polarization. Glutathione S-transferase omega-1 (Homo sapiens), P78417. activity-based probe fluorescence polarization. inhibition, % at 5.96 µM. 1.1% of 300,000 active;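 active = inhibition above the campaign mean inhibition plus 3 SD, cut at about 35% in these data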;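 note: 0% = GSTO1-1 with DMSO and 100% = wells lacking GSTO1-1 enzyme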
# Target sequence (P78417 whole entry, looked up): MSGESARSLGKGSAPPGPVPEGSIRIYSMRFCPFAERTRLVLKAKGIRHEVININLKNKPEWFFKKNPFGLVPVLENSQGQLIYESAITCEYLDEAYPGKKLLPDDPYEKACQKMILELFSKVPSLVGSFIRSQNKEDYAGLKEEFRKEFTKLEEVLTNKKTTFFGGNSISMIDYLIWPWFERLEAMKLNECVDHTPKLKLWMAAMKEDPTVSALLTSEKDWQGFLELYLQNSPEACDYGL
# ZTA counter – blocks Epstein-Barr virus ZTA, an EBNA-1 counter-screen | ZTA-DNA binding, fluorescence polarization | P03206 | 0.15% of 320,000 active | inhibition, % at 11 µM; in the data active = inhibition above about 33%
# EBNA-1 inh – EBNA-1 DNA-binding inhibitors, primary screen, biochemical, fluorescence polarization | inhibition, % at 14.8 µM | 0.34% of 300,000 active; in the data active = inhibition above about 28%
# PREPL inhibitor – PREPL enzyme inhibitors, primary screen, biochemical, fluorescence polarization | inhibition, % at 5.96 µM | AID 2751, 2010 | 0.68% of 320,000 active | recombinant PREPL, fluorescence polarization activity-based probe; in the data active = inhibition above about 43%;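 note: 0% = enzyme with DMSO and 100% = wells lacking enzyme; many of its hits are not listed in these tables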
# PAD4 FP inh – human PAD4 inhibitors, primary screen, biochemical, fluorescence polarization, 1536-well format. Protein-arginine deiminase type-4 (Homo sapiens), Q9UM07. recombinant PAD4, RCA probe fluorescence polarization. inhibition, % at 6.36 µM. 0.41% of 330,000 active. AID 485272, 2010;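 active = percent inhibition above a cutoff equal to the mean of all tested compounds plus 3 SD, cut at about 15% in these data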;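 note: 0% = PAD4 with RCA probe and DMSO and 100% = probe without PAD4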
# LYPLA2 inh – LYPLA2 inhibitors, primary screen, counter-screen for PME1 inhibitor project, biochemical, fluorescence polarization, FP-Rh probe ABPP; Acyl-protein thioesterase 2 (Homo sapiens), O95372; recombinant LYPLA2; inhibition, % at 5.9 µM; 0.38% of 320,000 active;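 active = inhibition above the screen-wide mean plus 3 SD, limit set per campaign, cut at about 26% in these data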;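 note: 0% = LYPLA2 with DMSO and 100% = wells lacking LYPLA2 enzyme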
# Target sequence (O95372 whole entry, looked up): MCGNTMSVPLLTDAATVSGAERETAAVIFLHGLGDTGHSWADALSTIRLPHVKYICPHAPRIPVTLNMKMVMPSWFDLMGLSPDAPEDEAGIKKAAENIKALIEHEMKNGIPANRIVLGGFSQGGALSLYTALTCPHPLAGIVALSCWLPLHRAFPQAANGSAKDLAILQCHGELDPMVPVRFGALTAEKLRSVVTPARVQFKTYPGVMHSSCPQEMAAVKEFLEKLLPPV
# * = called active by the depositor; x = not tested or not shown.
# Below each compound – ZTA counter, PAD4 FP inh, EBNA-1 inh, LYPLA1 counter, PAFAH1B3 FP inh, LYPLA2 inh, PAFAH2 inh, PREPL inhibitor, GSTO1 counter
CC(C)OC(=O)CC(=O)CSc1nc2c(cc1C#N)CCCCC2
 : 7, 0, 3, 5, -1, 7, 3, 0, -8
COCCn1c(SCC(=O)c2ccc(F)cc2)nnc1C(C)C
 : 3, -3, -4, 4, 2, 1, -1, 9, -1
CC(C)N(C(=O)c1ccc2nc(-c3ccccc3)c(-c3ccccc3)nc2c1)C(C)C
 : -14, 5, -3, -6, -6, -7, 3, -5, -3
O=S(=O)(c1ccc2c(c1)CCN2)N1CCOCC1
 : -11, 3, x, -1, 4, 0, 3, 2, x
O=C(N/N=C/c1ccc(O)c2ccccc12)c1cccnc1
 : 7, -4, -1, -6, 10, -11, -3, 11, 13
Clc1cccc(OCCCn2ccnc2)c1
 : -6, -4, 3, 2, 5, 9, -1, 1, 2
CC(=O)Nc1ccc(Cc2nc3c([nH]2)c(=O)n(C)c(=O)n3C)cc1
 : 7, -3, -4, 0, x, -3, x, -2, -1
O=C(CN1CCN(c2ccc(F)cc2)CC1)Nc1ccccc1
 : -5, -5, -10, 1, 3, 4, 1, 10, 2
CCN(CC)C(=O)C1CCCN(C/C(C)=C/c2ccccc2)C1 (stereo unspecified)
 : 16, -5, 2, 2, -7, 3, 6, 38, -1
COc1ccc(CCN2CNc3c(c(=O)n(C)c(=O)n3C)C2)cc1
 : 8, -1, 6, 2, -1, 1, -6, -3, 4
Cc1nn(-c2ccccc2Cl)c(Cl)c1/C=N/Nc1nc2ccccc2s1
 : 18, -2, 11, 0, -2, 3, 3, 6, 6
CC(NC(=O)c1ccc(OC2CCN(Cc3ccccn3)CC2)cc1)c1ccccc1 (stereo unspecified)
 : 17, -1, 6, 1, -1, 8, 1, 0, 4
CCOC(=O)Cn1c(S(=O)(=O)Cc2cccc(F)c2)nc(-c2ccccc2)c1-c1ccccc1
 : -16, 0, -2, -2, 2, 2, 7, 3, -4
COc1ccc(CC(=O)OCC(=O)c2ccc(OC)c(OC)c2)cc1
 : -4, 1, x, 1, 0, 9, 10, 4, x
Cc1c2cnn(CC(=O)Nc3cccc(C(F)(F)F)c3)c(=O)c2c(C)n1Cc1ccccc1F
 : 11, 0, 9, -4, -6, -4, -5, -2, 6
Cc1ccc(C)c(-n2c(SCC(=O)NCC3CCCO3)nnc2-c2ccoc2C)c1 (stereo unspecified)
 : 7, -8, -19, 4, 6, -1, 1, 7, -11
O=C(CCNC(=O)c1ccccc1)Nc1ccc(Cl)c(S(=O)(=O)N2CCCCC2)c1
 : x, 19*, x, x, 7, x, 1, 0, x
Cc1ccc(C(C(=O)NCc2ccco2)N(Cc2ccco2)C(=O)CNC(=O)c2ccco2)cc1 (stereo unspecified)
 : 9, 1, -1, -2, 6, 0, 0, -5, 3
O=C(N/N=C/c1ccccn1)c1cc(-c2ccc(Cl)s2)[nH]n1
 : 18, 0, 1, -16, 4, -19, 8, -5, 3
O=C(O)Cc1coc2cc3c(cc12)CCC3
 : 11, 6, 7, 3, 3, -1, 6, 4, 5
CCN(C(=O)CSc1nnc(-c2ccco2)n1Cc1ccccc1)C1CCS(=O)(=O)C1 (stereo unspecified)
 : -10, 0, x, 1, 4, 2, -5, 9, x
O=C(O)COc1ccc(=O)n(-c2ccccc2)n1
 : 4, 1, 2, -1, 5, 5, 3, -3, -1
CCOC(=O)c1sc(=S)n(CC)c1NC(=O)c1ccccc1
 : -6, -3, -3, -1, x, 3, x, 6, 5
CCCCN(C)CCCNC(=O)c1ccc2c(c1)N(CC)C(=O)c1ccccc1S2=O (stereo unspecified)
 : 10, -6, 5, -1, -1, 2, 1, 11, -6
CC(C)(C)N(NC(=O)OCc1ccccc1)C(=O)c1ccccc1Cl
 : 16, -3, 3, -3, -4, -3, -10, -10, -1
COn1c(-c2ccc(Cl)cc2Cl)nc2ncccc21
 : 2, 1, 14, 1, x, 12, x, 9, 4
Cn1c(-c2sc(=S)n(-c3ccccc3)c2N)nc2ccccc21
 : 15, -3, 6, 0, 0, 1, -7, 1, 0
Cn1ncc(N=Cc2ccccc2O)c1C(=O)N1CCOCC1
 : 2, -3, -15, 4, -3, 13, -7, -3, 0
Cc1nc2nc(SCC(=O)c3ccccc3)[nH]c2cc1Br
 : -4, 1, 4, -2, x, -6, x, 1, -9
CC(=O)c1ccc(NC(=S)Nc2ccc(N3CCOCC3)cc2)cc1
 : 5, 20*, -11, -1, 2, 0, -4, 16, 24
O=C(O)c1cc(N/N=C2/CC(c3ccccc3)Oc3ccccc32)ccc1Cl (stereo unspecified)
 : 20, -5, 21, -3, 7, 4, 17, -8, -1
CC1(NC(=O)Cn2cc(C(F)(F)F)ccc2=O)CCS(=O)(=O)C1 (stereo unspecified)
 : 5, 6, x, 1, 5, 2, 6, 3, x
Cc1cc(C)n(-c2nc(SCC(=O)O)c3c4c(sc3n2)CCCC4)n1
 : 16, -1, -6, 0, x, -2, x, -5, -2
COC(=O)CC1C(=O)NCCN1C(=O)CSc1nc2ccccc2c(=O)n1CC(C)C (stereo unspecified)
 : -2, 3, -2, 0, 3, 3, -3, 0, 8
Cc1ccc(CSc2nc3ccccc3c(=O)n2CCCC(=O)NCc2ccco2)cc1
 : -14, 0, -8, 1, 4, 6, -10, 11, 1
Cc1ccc(OCCCC(=O)Nc2nccs2)cc1
 : 4, -3, -2, 0, 4, -1, -1, -1, 2
O=C(NCCc1csc(-c2ccccc2)n1)c1c(F)cccc1F
 : -9, 1, -4, -3, 12, 0, -3, 3, 7
Nc1nc(NC(=O)c2ccco2)nn1-c1ccccc1
 : -20, -2, -3, 1, -6, -3, 1, 6, 6
COc1ccc(-c2cnn3c(N)c(S(=O)(=O)C(C)(C)C)cnc23)cc1
 : 10, -1, 0, 0, 10, -3, 10, 2, 1
Cc1ccc(NC(=O)CS(=O)CC(=O)N2CCN(C3CCCC3)CC2)cc1 (stereo unspecified)
 : 3, -7, -10, 0, 1, -4, 4, 12, 4
CC(C)(C)c1ccc(C(=O)Nn2cnnc2)cc1
 : 4, -3, -4, -3, 4, 0, 1, -3, 2
O=c1c2ccccc2oc2cc(C#Cc3ccccn3)ccc12
 : 1, -6, -16, -1, 14, 6, 8, 2, -12
Cn1c(=NC(=O)C2CCCCC2)sc2cc([N+](=O)[O-])ccc21
 : 10, 6, -1, 2, 12, 21, 4, 3, -2
CSc1nc(C)cc(Oc2ccc(=O)[nH]n2)n1
 : 17, 1, -7, 0, 6, 3, 0, -2, -8
COc1ccc(NC(=O)CNC(=O)Cc2ccccc2)cc1OC
 : 14, -4, 7, -2, -1, -1, -7, 3, 1
CC(C)C(=O)N1CCC(n2nccc2NC(=O)CCc2ccccc2)CC1
 : -4, -6, 6, -3, 1, 5, 3, 5, 4
CCC1(C)CC(CCNS(=O)(=O)c2ccc(C)cc2)(c2ccc(C)cc2)CCO1 (stereo unspecified)
 : 1, -2, 8, -9, 10, 2, 2, -1, 3
O=C(NCc1ccc2c(c1)OCO2)c1ccc(Br)s1
 : -25, -2, -8, 1, 0, 0, 1, -3, 4
O=C(CN1CCN(CC(=O)Nc2ccccc2Cl)CC1)NCC1(N2CCCCC2)CCCCC1
 : -7, 2, x, 2, -1, 0, -1, 22, x
O=C(Nc1nccs1)c1cccnc1
 : 10, 7, 2, 0, 4, 2, -10, 24, -1
O=C(NCc1ccccc1)c1csc2c1CCCC2
 : 0, 1, -7, 0, 7, -3, 1, 9, -1
O=C(c1ccc(S(=O)(=O)N2CCCCC2)cc1)N1CCCC(C(F)(F)F)C1 (stereo unspecified)
 : -11, -1, -2, 0, 7, 7, -8, -1, -6
CCN(c1ccc(NC(=O)c2ccc(Cl)nc2)cc1)C(C)C
 : 3, 1, 3, 6, -1, 3, 1, 15, 12
CS(=O)(=O)NCCCNc1ccc(C(F)(F)F)cc1[N+](=O)[O-]
 : -22, 0, 5, -2, 1, 2, 2, 18, -1
COCCCN(CC(=O)O)S(=O)(=O)c1cccc(Cl)c1
 : 2, -5, -8, 1, 6, -5, -2, 0, 6
Cc1cc(C(=O)Nc2ccccc2C(=O)O)c(C)o1
 : 12, 0, 11, -1, -4, 2, 1, 2, -3
COc1ccc(OCC(=O)N2CC3(C)CC2CC(C)(C)C3)cc1 (stereo unspecified)
 : 10, 1, 8, 4, 4, 0, 22, 14, 2
CN(C(=O)CN1C(=O)S/C(=C\c2ccccc2F)C1=O)C1CCS(=O)(=O)C1 (stereo unspecified)
 : 2, 4, 12, -1, 6, -1, 3, 4, 6
CCC(C)(C)NC(=O)C(c1ccccn1)N(C(=O)c1csnn1)c1ccc(C)cc1 (stereo unspecified)
 : 5, -4, -13, 2, 3, -3, -8, 13, -6
O=C1N/C(=N\S(=O)(=O)c2ccccc2)S/C1=C\c1cc([N+](=O)[O-])ccc1O
 : 19, -4, 5, 2, 43*, 1, 31*, 5, -91
Cc1nn(Cc2c(F)cccc2Cl)c(C)c1NC(=O)C1CC1
 : 1, -4, 3, 2, 1, -6, 1, 9, -2

# A second format for some results above.
COCCCN(CC(=O)O)S(=O)(=O)c1cccc(Cl)c1
  ZTA counter: 2	PAD4 FP inh: -5	EBNA-1 inh: -8	LYPLA1 counter: 1	PAFAH1B3 FP inh: 6	LYPLA2 inh: -5	PAFAH2 inh: -2	PREPL inhibitor: 0	GSTO1 counter: 6
O=C(NCc1ccccc1)c1csc2c1CCCC2
  ZTA counter: 0	PAD4 FP inh: 1	EBNA-1 inh: -7	LYPLA1 counter: 0	PAFAH1B3 FP inh: 7	LYPLA2 inh: -3	PAFAH2 inh: 1	PREPL inhibitor: 9	GSTO1 counter: -1

# Complete entries from above:
# Results for COCCCN(CC(=O)O)S(=O)(=O)c1cccc(Cl)c1 : ZTA counter: 2; PAD4 FP inh: -5; EBNA-1 inh: -8; LYPLA1 counter: 1; PAFAH1B3 FP inh: 6; LYPLA2 inh: -5; PAFAH2 inh: -2; PREPL inhibitor: 0; GSTO1 counter: 6
# Results for CCN(c1ccc(NC(=O)c2ccc(Cl)nc2)cc1)C(C)C : ZTA counter: 3; PAD4 FP inh: 1; EBNA-1 inh: 3; LYPLA1 counter: 6; PAFAH1B3 FP inh: -1; LYPLA2 inh: 3; PAFAH2 inh: 1; PREPL inhibitor: 15; GSTO1 counter: 12

# Seven neighbouring entries out of the list so far, quoted:
# Below each compound – ZTA counter, PAD4 FP inh, EBNA-1 inh, LYPLA1 counter, PAFAH1B3 FP inh, LYPLA2 inh, PAFAH2 inh, PREPL inhibitor, GSTO1 counter
O=C(NCc1ccc2c(c1)OCO2)c1ccc(Br)s1
 : -25, -2, -8, 1, 0, 0, 1, -3, 4
O=C(CN1CCN(CC(=O)Nc2ccccc2Cl)CC1)NCC1(N2CCCCC2)CCCCC1
 : -7, 2, x, 2, -1, 0, -1, 22, x
O=C(Nc1nccs1)c1cccnc1
 : 10, 7, 2, 0, 4, 2, -10, 24, -1
O=C(NCc1ccccc1)c1csc2c1CCCC2
 : 0, 1, -7, 0, 7, -3, 1, 9, -1
O=C(c1ccc(S(=O)(=O)N2CCCCC2)cc1)N1CCCC(C(F)(F)F)C1 (stereo unspecified)
 : -11, -1, -2, 0, 7, 7, -8, -1, -6
CCN(c1ccc(NC(=O)c2ccc(Cl)nc2)cc1)C(C)C
 : 3, 1, 3, 6, -1, 3, 1, 15, 12
CS(=O)(=O)NCCCNc1ccc(C(F)(F)F)cc1[N+](=O)[O-]
 : -22, 0, 5, -2, 1, 2, 2, 18, -1

# Only part of the results is shown. The share of hits here may be higher or lower than overall.
